# GLP1R inv ag = acts as inverse agonist at human GLP-1 receptor. HEK293 GLP-1R CRE-luciferase, luminescence, 24 h; GLP-1R form is constitutively active. actives 1.6% (n = 410,000). Potency, µM (titrated, usually from 38.3 µM), without a hit: top-dose activity change, negative = inhibition, actives largely listed as inhibitors; further: potency means the concentration at half of the fitted maximal effect; on the % scale 0 is the no-effect control and ±100 the full control effect; nearly all actives have a fitted effect of over 55% in size
#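 Stable HEK293 clone (constitutively active GLP-1R + cAMP-response luciferase); 200 cells/uL plated, 12 h pre-culture, compound 24 hr, 37 deg C/5% CO2; detection reagent 12 min RT; luminescence.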
# EPAC1 ag = activates human EPAC1 exchange factor; O95398; EPAC1 agonist qHTS, biochemical assay; response scale: 100% = response to 6.5 mM cAMP; Potency, µM (highest dose often 154 µM), inactives show at the top dose activation, usual class: activators; actives 0.073% (n = 360,000); AID 720707; further: potency means the concentration at half of the fitted maximal effect; nearly all actives have a fitted effect of over 60% in size
# Target sequence (O95398 whole entry, looked up): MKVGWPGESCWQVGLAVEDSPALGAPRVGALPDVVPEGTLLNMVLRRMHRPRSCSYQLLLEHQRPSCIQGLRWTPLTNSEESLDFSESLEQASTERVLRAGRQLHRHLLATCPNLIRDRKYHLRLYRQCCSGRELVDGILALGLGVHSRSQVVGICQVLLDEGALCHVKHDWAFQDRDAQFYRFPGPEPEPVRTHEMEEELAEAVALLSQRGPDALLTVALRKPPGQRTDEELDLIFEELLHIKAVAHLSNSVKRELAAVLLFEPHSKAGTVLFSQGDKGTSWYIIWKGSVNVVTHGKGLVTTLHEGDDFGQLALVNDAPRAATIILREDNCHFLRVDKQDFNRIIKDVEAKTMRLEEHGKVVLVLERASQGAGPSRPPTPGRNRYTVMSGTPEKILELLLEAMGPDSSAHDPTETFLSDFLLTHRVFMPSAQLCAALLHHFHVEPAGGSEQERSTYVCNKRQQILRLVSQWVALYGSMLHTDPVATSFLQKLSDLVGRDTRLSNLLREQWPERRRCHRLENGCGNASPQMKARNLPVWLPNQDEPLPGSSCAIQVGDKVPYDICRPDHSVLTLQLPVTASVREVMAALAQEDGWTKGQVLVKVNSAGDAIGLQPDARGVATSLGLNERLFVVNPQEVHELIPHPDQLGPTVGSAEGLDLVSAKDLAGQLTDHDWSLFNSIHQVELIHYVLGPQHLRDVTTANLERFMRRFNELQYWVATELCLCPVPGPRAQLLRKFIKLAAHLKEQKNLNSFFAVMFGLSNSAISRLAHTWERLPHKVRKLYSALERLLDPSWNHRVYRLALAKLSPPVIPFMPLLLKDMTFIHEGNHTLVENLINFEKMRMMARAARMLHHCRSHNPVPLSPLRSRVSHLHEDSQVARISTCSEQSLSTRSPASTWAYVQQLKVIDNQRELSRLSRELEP
#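 Normalized to 6.5 mM cAMP, activity reflects EPAC1-catalysed release of BODIPY-GDP from Rap1B, followed kinetically over 30 min at 480 nm excitation, 540 nm emission. Reaction contained 100 nM EPAC1, 250 nM Rap1B-BODIPY-GDP, 50 uM GDP.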
# PLK1 PBD inh = PLK1 (human) polo-box domain binding inhibition; P53350; Plk1 PBD binding of FITC phosphopeptide, fluorescence polarization; Potency, µM, inactives show max response, negative = inhibition, usual class: inhibitors; actives 2.8% (n = 360,000); AID 720504; further: potency means the concentration at half of the fitted maximal effect; series mostly up to about 57 µM; on the % scale 0 is the no-effect control and ±100 the full control effect; nearly all actives have a fitted effect of over 65% in size
# GLP-1R agonist = activates the human GLP-1 receptor | HEK293 GLP-1R CRE-luciferase, luminescence, 4-6 h; cells express a hypersensitive GLP-1R form | P43220 | Potency, µM (titrated, usually from 45.6 µM), without a hit: at the highest dose activation, hits mostly activators | AID 624172 | actives 0.007% (n = 380,000); further: potency means the concentration at half of the fitted maximal effect; % of control where 0% means no effect
# EPAC1 antagonist = blocks human EPAC1 exchange factor; O95398; EPAC1 GEF assay, Rap1b-BODIPY-GDP exchange fluorescence; Potency, µM (titrated, usually from 115 µM), for inactives: top-dose activity change, negative = inhibition, hits mostly inhibitors; actives 0.14% (n = 360,000); AID 720709;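 further: potency means the concentration at half of the fitted maximal effect; plate controls were vehicle for no effect and positive control for full effect; nearly all actives have a fitted effect of over 50% in size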
# HEK293 tox = cytotoxicity counter-screen for GLP-1 receptor inverse agonists | HEK293 cAMP-luciferase reporter cells, luminescence, 24 h | Potency, µM (highest dose often 38.3 µM), without a hit: at the highest dose activity change, negative = inhibition, most hits filed as inhibitors | AID 624418 | actives 0.13% (n = 410,000);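 further: loss of luciferase light is scored as toxicity; potency means the concentration at half of the fitted maximal effect; on the % scale 0 is the no-effect control and ±100 the full control effect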
#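 Seeding density was 200 cells/uL; after overnight-length (12 h) culture, 23 nL compounds went on for 24 h at 37 °C. Readout used a luciferase detection reagent, luminescence taken after 12 min at room temperature.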
# IL2 activator = activators of IL-2 | IL-2 activation reporter assay, cell-based qHTS; stimulated with anti-CD3/CD4/CD28 beads; in transgenic mouse T cells | activation, % (series mostly up to about 46 µM) | actives 0.065% (n = 360,000) | AID 652025; in the data active means activation above about 50%; inconclusive means mostly about 30% to 49%; further: 0% is about no effect
#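 Readout is EGFP and DsRed signal by fluorescent plate cytometry after 18 h at 37 degrees C. Transgenic mouse T cells (750/well) received compound for 60 min before bead stimulation (anti-CD3, anti-CD4, anti-CD28); memory T cells served as non-tolerant control.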
# PI5P4K alpha inh = inhibitors of human PI5P4K alpha; P48426; PI5P4Kalpha enzyme, ADP-Glo luminescence, 60 min; active compounds read low; max response, %; actives 1.2% (n = 330,000); active means max response of -50% or lower; inconclusive means between -30% and -50%; inactive means -30% or higher; further: value at the top dose of about 77 µM; on the % scale 0 is the no-effect control and ±100 the full control effect
#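 ADP-Glo luminescence end-point after a 60 min room-temperature kinase reaction. PI5P4Kalpha and substrate in HEPES pH 7.4 buffer with EGTA, 0.1% CHAPS and 5% DMSO; ATP at 5 microM final.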
# PTHR1 agonist = agonists of human PTHR1 parathyroid hormone receptor; Q03431; actives 0.075% (n = 410,000); Potency, µM (highest dose often 115 µM), for the others: at the highest dose activation, hits mostly activators; HEK293 GP2 PTHR1 cells, GloSensor cAMP luminescence, 1 h; AID 743266; further: potency means the concentration at half of the fitted maximal effect; nearly all actives have a fitted effect of over 55% in size; some results filed as inactive show a strong effect at the top dose; inactives centre near -15; many of its hits are not listed in these tables
#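 HEK-293-derived GP2 cells expressing PTHR1 and a GloSensor cAMP reporter, 3,000/well, plated overnight, given luciferin plus IBMX (each 0.5 mM as added) for 1 h at 37 °C, then compound for 1 h at 37 °C. Luminescence was read after 15 min at room temperature.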
# Active calls of the source: *; i = inactive; ? = inconclusive; / = not tested or not shown; [ ] = remark or other dose. Unless noted, the call rests on the fitted dose curve; in most records, active means well fitted curve in the direction sought with a large enough effect; inconclusive means small, poorly fitted or top-dose-only effect, or another doubt; inactive means no such curve, though single readings can be large; an effect the other way counts as inactive or inconclusive. The list is partial; rates above refer to the full screens.
SMILES,GLP1R inv ag,EPAC1 ag,PLK1 PBD inh,GLP-1R agonist,EPAC1 antagonist,HEK293 tox,IL2 activator,PI5P4K alpha inh,PTHR1 agonist
CC(=O)c1sc(-c2ccc(F)cc2F)nc1C,23%,2%,2%,2%,9%,-2%,-0.2,-1,i
CCOC(=O)c1ccc(NC(=O)Cn2nc(C)c3ccccc3c2=O)cc1,-1%,11%,2%,9%,-14%,-20%,0.1,0,i
Cc1cn([C@H]2C[C@H](O)[C@@H](CNC=O)O2)c(=O)[nH]c1=O,-4%,11%,-8%,4%,8%,-29%,1.1,-11,-22%
O=C(O)CCC1(c2ccccc2)NC(=O)NC1=O (stereo not given),0%,-6%,4%,3%,-3%,-1%,-0.6,0,i
O=C(CC1NCCNC1=O)Nc1ccccc1F (stereo not given),17%,/,/,-1%,/,4%,/,/,-23%
Cc1ccc(-c2onc3ccc(Br)cc23)cc1,13%,5%,-14%,7%,-5%,12%,-0.6,10,-1%
Cc1ccc2c(COC(=O)CC3Sc4ccccc4NC3=O)cc(=O)oc2c1C (stereo not given),20%,-11%,2%,-13%,2%,-9%,-1.3,-17,-29%
c1ccc(CN2CCOCCOCCOCCOCCOCCOCC2)cc1,12%,-4%,-12%,-2%,0%,2%,-2.1,1,i
Cc1ccc(/C(N)=N/OC(=O)C23CC4CC(CC(C4)C2)C3)cc1,?,4%,-9%,-2%,-12%,-19%,1.1,12,-3%[57.5 µM]
CCc1nc2c(OCc3ccccc3)cccn2c1N(C)C(=O)c1ccc2c(c1)OCO2,6%,5%,5%,-5%,-13%,-12%,0.0,7,i
N#CC1=C(N)OC2=C(C(=O)CCC2)C12C(=O)N1CCCc3cccc2c31 (stereo not given),11%,6%,-1%,2%,8%,-3%,-1.7,5,i
CCCCC1CCC(C(=O)Nc2ccccc2N2CCOCC2)CC1 (stereo not given),10µM*,-3%,2%,-6%,-8%,3%,-0.8,17,-18%
Cc1ccc(CN(C(=O)c2ccccc2C)C2CCS(=O)(=O)C2)o1 (stereo not given),12%,6%,-2%,2%,1%,0%,1.7,-6,-9%
O=C(O)/C=C/C(=O)Nc1ccc(C(=O)c2ccccc2)cc1,10%,6%,-9%,-2%,-2%,0%,-0.3,-24,-21%
C#CC(=O)N(c1cc(OC)ccc1OC)C(C(=O)NC1CCCC1)c1cccs1 (stereo not given),7.9µM*,12%,?,-42%[inhibitor],-28%,5µM*,-0.6,-8,-28%

# Some of the entries so far, with bars between the fields.
structure | GLP1R inv ag | EPAC1 ag | PLK1 PBD inh | GLP-1R agonist | EPAC1 antagonist | HEK293 tox | IL2 activator | PI5P4K alpha inh | PTHR1 agonist
O=C(O)CCC1(c2ccccc2)NC(=O)NC1=O (stereo not given) | 0% | -6% | 4% | 3% | -3% | -1% | -0.6 | 0 | i
O=C(CC1NCCNC1=O)Nc1ccccc1F (stereo not given) | 17% | / | / | -1% | / | 4% | / | / | -23%

# (further entries)
SMILES,GLP1R inv ag,EPAC1 ag,PLK1 PBD inh,GLP-1R agonist,EPAC1 antagonist,HEK293 tox,IL2 activator,PI5P4K alpha inh,PTHR1 agonist
Cc1ccc(C)c(OCc2nc(-c3cccnc3)no2)c1,-7%,2%,2%,7%,2%,-3%,-3.2,/,-10%[57.5 µM]
O=C(C[C@H]1C(=O)N(Cc2ccccc2)C[C@@H]1c1ccc(Br)cc1)Nc1ccc(Br)cc1,?,1%,0%,0%,-2%,-15%,-2.1,-10,-24%
Cc1cc(C)c(S(C)(=O)=O)c(N(C)NC(=O)c2c(F)cccc2F)n1,4%,2%,0%,3%,-20%,-6%,1.3,-5,-10%
Clc1ccccc1-c1nnc2sc(-c3ccccn3)nn12,-2%,3%,-14%,7%,-7%,4%,-0.8,-6,25%
Cc1cc(OCC(=O)NCCN2CCOCC2)cc(C)c1Cl,0%,5%,-10%,14%,-19%,1%,0.1,4,-3%
Cc1ccc(S(=O)(=O)/N=C(/NC(=S)Nc2ccccc2)c2ccccc2)cc1,-6%,13%,?,0%,-12%,-10%,0.1,3,i
CC1(C)CC(CC(=O)O)(c2ccccc2)CCO1 (stereo not given),14%,7%,-2%,-10%,-3%,10%,0.4,8,i
O=C1[C@H]2CC3C=CC2(O3)[C@@H]2OCCCN12 (stereo not given in full),7%,5%,-20%,5%,17%,3%,-2.0,7,i
O=C(CCCn1c(=S)[nH]c2ccccc2c1=O)N1CCCCC1,5%,0%,-4%,-1%,-12%,-2%,0.5,5,-7%
COc1ccc(CN2CCNC(=O)C2CC(=O)NC2CCCC2)cc1OC (stereo not given),33%[activator],-28%,-15%,1%,-15%,1%,0.0,3,27%
Cc1ccc(NC(=O)CN(C)C(=O)CCOc2cccc(C)c2)cc1,-28%,-7%,3%,-3%,-4%,-17%,0.1,1,i
CCCC(C)n1[nH]c(=O)c2c(C)cc(C)nc21 (stereo not given),14%,13%,1%,-4%,-6%,0%,0.3,2,i
Cc1ccc2c(C)c(C(=O)N3CCN(c4ccncc4)CC3)oc2c1C,?,0%,-18%,11%,-21%,?,-3.3,-1,3%
COCC(=O)N[C@@H]1c2ccccc2CC[C@@H]1OCc1ccccc1,-12%,-5%,-8%,4%,2%,4%,-0.6,8,-10%
O=C(O)CN1C(=O)Nc2ccc(Br)cc2C1c1ccccc1 (stereo not given),-1%,0%,-9%,-10%,-1%,-1%,-0.1,2,i
Cc1cc(C)nc(SCC(=O)N2CCCCC2)n1,12%,6%,-8%,14%,-3%,14%,1.5,1,i
CCCCC(=O)N(Cc1ccc(F)cc1)C1CCS(=O)(=O)C1 (stereo not given),10%,6%,-5%,2%,-3%,7%,1.0,0,i
O=C(Cc1csc2ccccc12)NCC1CC1,20%,6%,-11%,-3%,-3%,7%,2.1,-1,-17%
CCOc1ccc(C(O)Cc2nc3ccccc3n2C)cc1 (stereo not given),0%,-2%,2%,0%,2%,6%,3.8,/,-17%[57.5 µM]
O=C(Cc1ccsc1)NCC(=O)Nc1ccc(F)c(F)c1,-7%,-6%,-6%,1%,1%,1%,-3.2,-13,i
COc1ccc(-c2cc(C(F)(F)F)nc(SCC(=O)Nc3cc(C)on3)n2)cc1,-10%,9%,-9%,16%,9%,7%,-1.1,4,-10%[57.5 µM]
Cc1ccc(/C=N/n2c(C3CCCCC3)n[nH]c2=S)cc1,-29%,-8%,?,11%,-15%,-8%,-7.4,-4,-4%
O=C(CCCn1c(=S)[nH]c2ccsc2c1=O)Nc1ccc2c(c1)OCO2,1%,8%,-10%,4%,6%,-19%,0.4,-21,i
COc1ccc(C(=O)NC(=O)COC(=O)CCS(=O)(=O)c2ccc(C)cc2)cc1,5%,5%,-9%,-2%,-5%,2%,0.5,0,i
Cc1noc(C)c1COC(=O)c1csc2c1CCCC2,?,7%,-2%,25%,-12%,6%,0.3,6,-36%[inhibitor]
CC1(C(=O)NC2CCCCCC2)CCN1C(=O)C1(c2ccccc2)CC1 (stereo not given),?,-5%,3%,-2%,3%,7%,-0.4,5,-11%
COC(=O)c1ccc(OCC(O)CN2CCOCC2)cc1 (stereo not given),8%,-6%,1%,-3%,-17%,-13%,0.1,2,-55%[inhibitor]
O=C(CCc1c[nH]c2ccccc12)OCc1cccc(C(F)(F)F)c1,?,3%,-2%,6%,-4%,-15%,-2.7,34,-7%
Cc1nn(-c2ccc(F)cc2)c(Cl)c1C(=O)NCC1CCCO1 (stereo not given),1%,-3%,-14%,-1%,-9%,11%,-0.4,9,?
CO/N=C\Cc1oc(=O)c(NC(=O)c2ccccc2)cc1C(=O)OC,9%,11%,?,3%,8%,0%,-0.8,-3,i
Cc1c(OCC(=O)NCC2CCC(C(=O)NCCCO)CC2)ccc2c(-c3ccccc3)cc(=O)oc12 (stereo not given),47%[activator],4%,-5%,3%,-9%,-3%,-2.9,-7,-21%
CC(=O)c1c(C)[nH]c(C(=O)NC(C)c2ccccc2)c1C (stereo not given),-19%,-7%,5%,-7%,-7%,4%,-3.1,-3,i
Cc1nc2c(c(C)c1CCC(=O)N1CCN(c3ccccc3)CC1)c(=O)n(C)c(=O)n2C,7%,/,/,3%,/,4%,/,/,10%
CN(C)S(=O)(=O)c1cccc(C(=O)NCC2CCCO2)c1 (stereo not given),0%,3%,-2%,-8%,11%,0%,1.3,10,i
NS(=O)(=O)c1cccc(NC(=O)COC(=O)CC2Sc3ccccc3NC2=O)c1 (stereo not given),4%,4%,-4%,14%,-2%,7%,0.1,0,i
Cn1ncc([N+](=O)[O-])c1C(=O)Nc1ccccc1C#N,1%,6%,-1%,8%,7%,5%,1.1,7,-3%
CC(=O)c1sc(Nc2ccc(Oc3ccccc3)cc2)nc1C,?,5%,2%,7%,-2%,1%,1.4,3,-17%
CN(C)c1ccc(C2N(C(=O)N3CCOCC3)CCN2S(=O)(=O)c2ccccc2)cc1 (stereo not given),6%,-1%,0%,-4%,9%,-6%,-2.5,/,i
CC(C)C[C@H]1CN([C@@H](Cc2ccccc2)CN2CCC[C@H]2CN2C(=O)C(=O)NC[C@@H]2Cc2ccc(O)cc2)C(=O)C(=O)N1CCc1ccccc1,-5%,-12%,-16%,-2%,1%,2%,-0.2,-11,19%
COc1ccc2cc3c(N)nn(C(=O)C4CCC(C(C)(C)C)CC4)c3nc2c1 (stereo not given),-43%,-8%,-3%,-3%,-9%,-10%,-2.6,-8,-20%
Cc1cc(C)cc(NC(=O)CSc2nnc(-c3ccc(S(=O)(=O)N4CCCC4)cc3)o2)c1,4%,12%,-13%,-11%,3%,-1%,-2.2,/,-8%
CC(C)(C)C(=O)c1no[n+]([O-])c1/C(=N/O)C(C)(C)C,?,-6%,0%,4%,-19%,1%,0.9,-4,-41%[inhibitor][57.5 µM]
CN1CCN(CCCCOc2ccccc2C=O)CC1,?,5%,-12%,6%,-17%,-20%,0.8,7,i

# Assay outcomes deposited in PubChem BioAssay by National Center for Advancing Translational Sciences (NCATS).
